Screening results from PubChem BioAssay.
EPAC1 agonist = qHTS for Agonist of cAMP-regulated guanine nucleotide exchange factor 3 (EPAC1): primary screen; Rap guanine nucleotide exchange factor 3 (Homo sapiens), O95398; EPAC1 agonist qHTS, biochemical assay; response scale: 100% = response to 6.5 mM cAMP; Potency, µM (highest dose often 154 µM), inactives show top-dose activation, usual class: activators; 360,000 tested, 0.073% active; AID 720707, 2013; also: potency is read from the fitted curve at half-maximal effect; nearly all actives have a fitted effect of over 60% in size
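Read-out is the fluorescence drop as BODIPY-GDP leaves Rap1B (480 nm excitation, 540 nm emission), recorded every 5 minutes over 30 minutes. Reactions held 100 nM EPAC1, 250 nM Rap1B–BODIPY-GDP and 50 uM GDP, with 6.5 mM cAMP setting full activation.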
IL-2 act = qHTS of IL-2 Activators. IL-2 activation reporter assay, cell-based qHTS; stimulated with anti-CD3/CD4/CD28 beads; in transgenic mouse T cells. activation, % (series mostly up to about 46 µM). 360,000 tested, 0.065% active. AID 652025, 2013; in the data active = activation above about 50%; inconclusive = mostly about 30% to 49%; also: 0% is about no effect
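Quantitative HTS in unstimulated transgenic mouse T cells, with memory T cells as non-tolerant control and PMA/ionomycin as tolerance-bypass control. Compound pretreatment lasted 60 minutes before 18 h bead stimulation; EGFP/DsRed fluorescence read.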
PI5P4K alpha inh = qHTS for Inhibitors of phosphatidylinositol 5-phosphate 4-kinase (PI5P4K). PI5P4Kalpha enzyme, ADP-Glo luminescence, 60 min; hits give low values. 330,000 tested, 1.2% active. Phosphatidylinositol 5-phosphate 4-kinase type-2 alpha (Homo sapiens), P48426. max response, %; active = max response of -50% or lower; inconclusive = between -30% and -50%; inactive = -30% or higher; also: value at the top dose of about 77 µM; % is scaled to controls: 0 for no effect and ±100 for the full control effect
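Compounds were pin-transferred onto PI5P4Kalpha and substrate in HEPES pH 7.4 buffer with EGTA, CHAPS and 5% DMSO. ATP (5 microM final) started the reaction, which ran 60 minutes at room temperature before ADP-Glo detection.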
GLP1R cytotox = qHTS of GLP-1 Receptor Inverse Agonists: Cytotox Screen. Potency, µM (doses to about 38.3 µM), without a hit: at the highest dose activity change, negative = inhibition, actives largely listed as inhibitors. HEK293 cAMP-luciferase reporter cells, luminescence, 24 h. AID 624418, 2012. 410,000 tested, 0.13% active;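 also: loss of luciferase light is scored as toxicity; potency is read from the fitted curve at half-maximal effect; % is scaled to controls: 0 for no effect and ±100 for the full control effect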
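To flag toxic compounds, the library was rerun on cells for 24 hr at 37 deg C and 5% CO2. Viability-linked luminescence was captured 12 min after adding luciferase detection reagent.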
EPAC1 antag = qHTS for Antagonist of cAMP-regulated guanine nucleotide exchange factor 3 (EPAC1): primary screen | Rap guanine nucleotide exchange factor 3 (Homo sapiens), O95398 | EPAC1 GEF assay, Rap1b-BODIPY-GDP exchange fluorescence | Potency, µM (doses to about 115 µM), for inactives: at the highest dose activity change, negative = inhibition, usual class: inhibitors | 360,000 tested, 0.14% active | AID 720709, 2013;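 also: potency is read from the fitted curve at half-maximal effect; plate controls were vehicle for no effect and positive control for full effect; nearly all actives have a fitted effect of over 50% in size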
PTHR1 agonist = qHTS for PTHR1 Agonists: Primary Screen. Parathyroid hormone/parathyroid hormone-related peptide receptor (Homo sapiens), Q03431. HEK293 GP2 PTHR1 cells, GloSensor cAMP luminescence, 1 h. Potency, µM (series often up to 115 µM), inactives show at the highest dose activation, most hits filed as activators. 410,000 tested, 0.075% active; also: potency is read from the fitted curve at half-maximal effect; nearly all actives have a fitted effect of over 55% in size; some results filed as inactive show a strong effect at the top dose; inactives centre near -15; many of its hits are not listed in these tables
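HEK-293-derived GP2 cells expressing PTHR1 and a GloSensor cAMP reporter, 3,000/well, plated overnight, given luciferin plus IBMX (each 0.5 mM as added) for 1 h at 37 °C, then compound for 1 h at 37 °C. Luminescence was read after 15 min at room temperature.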
GLP1R inv ag = qHTS of GLP-1 Receptor Inverse Agonists (Inhibition Mode); Glucagon-like peptide 1 receptor (Homo sapiens), P43220; HEK293 GLP-1R CRE-luciferase, luminescence, 24 h; GLP-1R form is constitutively active; Potency, µM (series often up to 38.3 µM), for inactives: top-dose activity change, negative = inhibition, most hits filed as inhibitors; 410,000 tested, 1.6% active; AID 624417, 2012; also: potency is read from the fitted curve at half-maximal effect; % is scaled to controls: 0 for no effect and ±100 for the full control effect; nearly all actives have a fitted effect of over 55% in size
Target sequence (P43220 whole entry, looked up): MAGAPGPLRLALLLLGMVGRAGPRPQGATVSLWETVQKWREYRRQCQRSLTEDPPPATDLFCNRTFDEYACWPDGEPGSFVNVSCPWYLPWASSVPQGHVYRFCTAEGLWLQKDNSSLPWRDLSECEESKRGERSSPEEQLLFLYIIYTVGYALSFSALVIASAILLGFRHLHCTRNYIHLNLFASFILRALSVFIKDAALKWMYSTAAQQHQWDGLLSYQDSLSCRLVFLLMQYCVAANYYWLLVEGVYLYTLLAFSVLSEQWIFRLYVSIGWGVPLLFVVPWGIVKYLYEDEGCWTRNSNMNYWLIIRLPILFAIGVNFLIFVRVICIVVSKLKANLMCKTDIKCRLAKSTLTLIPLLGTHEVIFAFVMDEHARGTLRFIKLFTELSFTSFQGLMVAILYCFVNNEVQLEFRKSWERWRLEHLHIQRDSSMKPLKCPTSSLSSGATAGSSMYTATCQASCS
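Seeding at 200 cells/uL, 12 h culture, 24 hr compound treatment, then luciferase reagent and a luminescence read; cells are HEK293 stably expressing a constitutively active GLP-1R plus cAMP-responsive luciferase.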
GLP-1R agonist = qHTS of GLP-1 Receptor Agonists; Glucagon-like peptide 1 receptor (Homo sapiens), P43220; HEK293 GLP-1R CRE-luciferase, luminescence, 4-6 h; cells express a hypersensitive GLP-1R form; Potency, µM (titrated, usually from 45.6 µM), without a hit: top-dose activation, most hits filed as activators; 380,000 tested, 0.007% active; also: potency is read from the fitted curve at half-maximal effect; % of control where 0% means no effect
PLK1 PBD block = qHTS for Inhibitors of PLK1-PDB (polo-like kinase 1 - polo-box domain): Primary Screen; Serine/threonine-protein kinase PLK1 (Homo sapiens), P53350; Plk1 PBD binding of FITC phosphopeptide, fluorescence polarization; Potency, µM, for inactives: max response, negative = inhibition, hits mostly inhibitors; 360,000 tested, 2.8% active; AID 720504, 2013; also: potency is read from the fitted curve at half-maximal effect; series mostly up to about 57 µM; % is scaled to controls: 0 for no effect and ±100 for the full control effect; nearly all actives have a fitted effect of over 65% in size
The depositor's hits bear a star; i = inactive; ? = inconclusive; / = not tested or not shown; [ ] = remark or other dose. Unless noted, calls follow the shape of the dose curve; as a rule, active = well fitted curve in the direction sought with a large enough effect; inconclusive = small, poorly fitted or top-dose-only effect, or another doubt; inactive = no such curve, though single readings can be large; an effect the other way counts as inactive or inconclusive. Some of the compounds tested; the hit share may differ from the screen's.

#1 O=C(Nc1ccccc1Cl)c1ccc(S(=O)(=O)N2CCOCC2)cc1
#2 N#CC1(Nc2cccc(Br)c2)C(=O)Nc2ccccc21 (stereo not drawn)
#3 O=C(c1ccco1)N1CCN(C2CCCC2)CC1
#4 O=C1NC(=O)/C(=C\c2ccc(Sc3ccc(Cl)cc3)o2)N1
#5 O=S(=O)(c1ccc(Cl)cc1Cl)n1ccc2cccnc21
Screen / compound no. | 1 | 2 | 3 | 4 | 5
EPAC1 agonist | -9.9% | 0.3% | -7.9% | 1.7% | 6.2%
IL-2 act | 0.3 | 0.1 | 0.5 | -0.5 | -0.2
PI5P4K alpha inh | -0.9 | 3.7 | 1.1 | ? | 7.4
GLP1R cytotox | 12.4% | 2.0% | 11.4% | -3.9% | 7.9%
EPAC1 antag | -5.5% | -5.4% | -10.2% | -3.9% | 13.6%
PTHR1 agonist | -30.5%[inhibitor] | -12.3% | -18.5% | i | -2.3%
GLP1R inv ag | 4.0% | ? | -1.3% | 9.9% | -22.7%
GLP-1R agonist | -1.5% | 7.4% | -3.8% | -1.0% | 10.8%
PLK1 PBD block | -12.2% | -2.2% | -1.0% | ? | -9.6%

#6 O=C(CC1C(=O)NCCN1C/C=C/c1ccccc1)NCCc1cnccn1 (stereo not drawn)
#7 O=C1CC(NC(=O)C(F)(F)F)c2cc3c(cc21)OCO3 (stereo not drawn)
#8 CCN1CCN(Cc2ccc(NC(=O)Nc3ccc(OC)cc3)cc2)CC1
#9 COc1cc(C(C)=O)ccc1OCC(=O)Nc1ccc(Cl)c(S(=O)(=O)N2CCOCC2)c1
#10 CCOC(=O)C1CCN(C/C=C/c2ccccc2[N+](=O)[O-])CC1
Screen / compound no. | 6 | 7 | 8 | 9 | 10
EPAC1 agonist | 5.7% | -0.2% | 10.2% | -9.5% | 1.4%
IL-2 act | -0.2 | 4.4 | -2.9 | -0.7 | 0.3
PI5P4K alpha inh | -3.4 | -8.2 | 1.7 | -2.8 | -1.7
GLP1R cytotox | 8.3% | -7.2% | -15.0% | 0.8% | -5.6%
EPAC1 antag | 1.7% | -19.8% | -3.9% | 15.1% | -12.8%
PTHR1 agonist | -4.6% | -16.8% | i | -29.5% | i
GLP1R inv ag | 4.9% | -5.6% | -23.8% | 30.9% | -23.6%
GLP-1R agonist | 7.8% | 3.0% | 10.0% | 1.1% | 6.5%
PLK1 PBD block | -4.9% | -3.1% | -1.8% | 3.0% | -15.6%

#11 CN(Cc1ccccc1)c1nc2c(c(=O)[nH]c(=O)n2C)n1Cc1ccccc1Cl
#12 c1ccc(CSc2nnc3ccc(-c4ccncc4)nn23)cc1
#13 COc1cccc(N2[C@@H](CC(C)=O)c3ccc(/C=C/C(C)=O)cc3S2(=O)=O)c1
#14 Cc1ccc(C(=O)N2CCN(c3cnn(C)c(=O)c3Cl)CC2)cc1
#15 O=C(COc1ccccc1)N1CCN(C(=O)c2ccccc2F)CC1
Screen / compound no. | 11 | 12 | 13 | 14 | 15
EPAC1 agonist | 10.1% | -2.8% | 2.9% | -7.4% | -2.5%
IL-2 act | -1.4 | 0.2 | -3.9 | 1.6 | 0.2
PI5P4K alpha inh | 3.1 | 0.6 | -4.9 | 3.6 | 2.9
GLP1R cytotox | 1.7% | 1.6% | -7.4% | 3.1% | 5.4%
EPAC1 antag | 19.7% | -16.7% | -3.6% | -17.2% | -9.6%
PTHR1 agonist | i | i | -51.3%[inhibitor] | -9.3% | -2.3%
GLP1R inv ag | 7.6% | 46.0%[activator] | -3.1% | ? | 16.4%
GLP-1R agonist | 2.7% | 13.5% | -6.4% | 2.9% | 2.0%
PLK1 PBD block | -5.7% | -24.9% | -10.8% | -13.8% | 0.9%

#16 O=C(Nc1ccc(F)cc1)C1(S(=O)(=O)c2ccc(Cl)cc2)CC1
#17 COc1cc(/C=C/C(=O)OCC(=O)c2ccc(OC(F)F)cc2)ccc1O
#18 COc1ccc(C2=NN(C(=O)CSc3nc(=O)n4cc(C)ccc4n3)C(c3ccc(C)cc3)C2)cc1 (stereo not drawn)
#19 COc1ccc(N(C(=O)Cn2nnc(-c3ccc(Cl)cc3)n2)C(C(=O)NCC2CCCO2)c2ccncc2)cc1 (stereo not drawn)
#20 COCCCN1C(=O)C(O)=C(C(=O)c2ccc(C)o2)C1c1cccc(Br)c1 (stereo not drawn)
#21 CC1(C(=O)Nc2cccc(C#N)c2)CCN1C(=O)Cc1ccc(-c2ccccc2)cc1 (stereo not drawn)
#22 O=C(CSc1nnc2ccc(-c3ccccn3)nn12)Nc1ccc(F)cc1
#23 O=C(CCc1nnc(C2(c3ccc(Cl)cc3)CCC2)o1)NCCCn1cccn1
Screen / compound no. | 16 | 17 | 18 | 19 | 20 | 21 | 22 | 23
EPAC1 agonist | -4.4% | 16.7% | 11.4% | 9.3% | 4.2% | 9.1% | 6.3% | 6.4%
IL-2 act | 0.3 | 1.0 | -3.6 | -2.5 | 0.5 | -0.4 | -1.9 | 0.8
PI5P4K alpha inh | 2.6 | 0.7 | 1.1 | -0.7 | / | 13.9 | -0.1 | 3.1
GLP1R cytotox | -2.6% | -8.2% | 15.7% | -24.5% | ? | -3.8% | 5.6% | -0.7%
EPAC1 antag | -16.4% | -8.7% | -5.5% | 5.9% | 5.4% | -15.9% | 9.9% | -7.5%
PTHR1 agonist | i | -36.2%[inhibitor] | -5.6% | -7.3% | i | -49.5%[inhibitor] | -4.9% | -7.2%
GLP1R inv ag | ? | ? | 11.4% | -14.1% | 19.4% | ? | -12.4% | -5.0%
GLP-1R agonist | 7.6% | 1.0% | -2.9% | 7.9% | 2.9% | -6.5% | 5.0% | 3.2%
PLK1 PBD block | 3.0% | -3.3% | -5.2% | -1.6% | -3.1% | -4.5% | -5.0% | -8.7%
